Efflux pump inh: blocks antifungal efflux pumps in multiplex yeast assay; inhibition, % at 10 µM; AID 485275; 330,000 tested, 0.44% active; S. cerevisiae Candida pump triplex, Nile Red efflux;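 active means plate passing quality check with inhibition over a set limit, or well fluorescence over plate mean plus 4 SD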;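 further: Nile Red retained in pooled yeast measured as flow cytometry median fluorescence; 0% = buffer negative control and 100% = Enniatin B positive control; higher means more Nile Red kept so more efflux inhibition; some compounds called inactive have numbers as strong as hits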
BCLXL inh: blocks human Bcl-xL binding to Bim BH3 peptide | 320,000 tested, 0.7% active | GST-Bcl-xL / FITC-Bim BH3 peptide fluorescence polarization | inhibition, % at 10.9 µM;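 active means inhibition above the mean of all tested compounds plus 3 SD, cutoff set per campaign, cut at about 30% in these data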;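 further: 0% = DMSO wells and 100% = unlabeled Bim-BH3 peptide competitor; inhibitors lower millipolarization by displacing the labeled peptide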
Target sequence (Q07817 whole entry, looked up): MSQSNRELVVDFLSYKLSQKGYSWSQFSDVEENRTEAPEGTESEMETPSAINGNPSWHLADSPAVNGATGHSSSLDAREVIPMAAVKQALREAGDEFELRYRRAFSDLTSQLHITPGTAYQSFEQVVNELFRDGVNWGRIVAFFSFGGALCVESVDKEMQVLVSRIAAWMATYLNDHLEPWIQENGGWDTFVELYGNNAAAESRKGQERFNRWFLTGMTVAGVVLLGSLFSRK
PME-1 inh: PME-1 (human) inhibition; Q9Y570; recombinant PME-1, FP-Rh probe fluorescence polarization; inhibition, % at 5.9 µM; 320,000 tested, 0.53% active;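 active means inhibition above the campaign mean of all compounds plus 3 SD, cut at about 26% in these data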;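 further: competitive labeling of PME-1 active site by serine hydrolase directed probe; 0% = PME-1 with DMSO and 100% = wells lacking PME-1 enzyme; inhibitors block probe labeling so polarization falls and inhibition rises; many of its hits are not listed in these tables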
MCL1-BIM inh: inhibitors of human MCL1 binding to BIM-BH3 peptide; Q07820; inhibition, % at 10.9 µM; 320,000 tested, 0.68% active; GST-MCL1 / FITC-Bim-BH3 fluorescence polarization;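 active means inhibition above the mean inhibition of all tested compounds plus 3 SD, set per campaign, cut at about 40% in these data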;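 further: 0% = DMSO wells and 100% = unlabeled Bim-BH3 peptide control; higher means more loss of mP so more displacement of Bim peptide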
GRK2 aptamer HTS: blocks RNA aptamer binding to human GRK2; AID 488847; bead flow cytometry, FAM-aptamer displacement from GRK2; 330,000 tested, 0.59% active; inhibition of aptamer binding, % at 10 µM;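 active means inhibition of aptamer binding above 40%, roughly 3 SD of noise, on plates passing a quality check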;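 further: median bead fluorescence of bound FAM aptamer so fluorescent compounds give negative values; no value below 0 was filed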
Target sequence (P25098 whole entry, looked up): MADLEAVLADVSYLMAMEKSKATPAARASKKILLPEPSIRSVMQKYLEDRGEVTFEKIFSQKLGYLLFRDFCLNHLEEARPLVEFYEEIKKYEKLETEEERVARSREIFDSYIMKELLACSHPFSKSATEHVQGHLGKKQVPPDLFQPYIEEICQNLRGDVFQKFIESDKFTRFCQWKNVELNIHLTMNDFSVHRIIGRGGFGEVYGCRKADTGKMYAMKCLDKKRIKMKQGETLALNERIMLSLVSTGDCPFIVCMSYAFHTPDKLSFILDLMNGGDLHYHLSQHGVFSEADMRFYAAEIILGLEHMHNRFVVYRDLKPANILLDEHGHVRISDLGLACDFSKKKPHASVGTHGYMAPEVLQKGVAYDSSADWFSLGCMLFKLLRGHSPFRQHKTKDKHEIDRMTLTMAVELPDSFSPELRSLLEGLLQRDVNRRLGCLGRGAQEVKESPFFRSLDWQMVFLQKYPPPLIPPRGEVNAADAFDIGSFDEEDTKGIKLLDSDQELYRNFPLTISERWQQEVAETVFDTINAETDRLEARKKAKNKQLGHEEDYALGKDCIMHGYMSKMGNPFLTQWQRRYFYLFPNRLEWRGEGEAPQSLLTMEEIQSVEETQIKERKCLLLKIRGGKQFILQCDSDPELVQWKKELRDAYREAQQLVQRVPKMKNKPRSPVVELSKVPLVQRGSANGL
GLD-1 TGE inh: GLD-1-TGE RNA interaction inhibition (C. elegans). purified GLD-1 + fluorescein TGE RNA, fluorescence polarization. inhibition, % at 5.96 µM. 320,000 tested, 0.44% active. AID 2280;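 active means percent inhibition above a per-plate cutoff, the plate mean of test compounds plus 3 SD, cut at about 30% in these data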;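 further: 0% = DMSO wells with GLD-1 and probe and 100% = wells lacking GLD-1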
MEX-5 binding: C. elegans MEX-5 TCR-2 RNA binding activity; MEX-5/FITC-TCR2 RNA binding, fluorescence polarization; hits give low values; activity score (negative = inhibition of binding), % at 10 µM; 300,000 tested, 0.38% active; AID 1832;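 active means inhibition past about -25% in most replicates, and total fluorescence under double the plate's negative control median, limit read from the data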;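 further: 0% = DMSO and -100% = 5 µM competing unlabeled TCR2 RNA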
VLA-4 inh: inhibition in a human VLA-4 binding assay; inhibition, % (about 7 µM as worked out from the volumes in the protocol); AID 2557; VLA-4 expressing cells, ligand binding flow cytometry; P13612; 330,000 tested, 0.2% active; in the data active means inhibition above about 50%
Fam108B counter: counter-screen for RBBP9 inhibitors: inhibitors of mouse Fam108B | recombinant Fam108B, FP-Rh probe fluorescence polarization | AID 1947 | inhibition, % at 9.51 µM | 300,000 tested, 0.33% active;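 active means inhibition above the screen mean inhibition plus 3 SD, computed separately per campaign, cut at about 18% in these data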;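 further: inhibitors lower polarization as less probe binds the enzyme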
Active calls of the source: *; · = not tested or not shown.

Below each compound – Efflux pump inh	BCLXL inh	PME-1 inh	MCL1-BIM inh	GRK2 aptamer HTS	GLD-1 TGE inh	MEX-5 binding	VLA-4 inh	Fam108B counter
COc1ccc(-c2noc(=O)n2Cc2cc(C)ccc2C)cc1
 : 0.0	4	6	5	0	-1	-2.9	8	0
O=C(N/N=C/c1ccc(O)c(O)c1)C1CC1
 : 0.0	5	9	9	1	1	·	-5	1
O=c1cnnc(Nc2ccc(Nc3ccccc3)cc2)[nH]1
 : 0.0	7	1	7	0	-6	-1.8	-12	1
N=c1ccn(Cc2ccc([N+](=O)[O-])cc2)cc1
 : -0.1	-4	6	2	0	-2	2.5	13	0
COc1ccc(Cl)cc1NC(=O)CN1CCN(S(=O)(=O)N2CCOCC2)CC1
 : 0.2	4	4	6	2	1	-1.8	8	0
COc1ccc(CNS(=O)(=O)CCNC(=O)c2ccc(OC)cc2)cc1
 : 0.0	4	3	0	1	3	0.3	6	3
O=C1c2cccc3cccc(c23)C(=O)N1CCN1CCN(C(=S)Nc2ccc(Cl)cc2)CC1
 : -0.6	3	2	9	0	8	·	11	-3
CC(C)(O)C#Cc1ccc(CN2CCN(C3CCCCC3)C(CCO)C2)s1 (stereo not drawn)
 : 0.1	3	0	13	0	3	-0.6	26	2
Cc1c(C(C)(C(=O)O)c2c(C)n(C)c3ccccc23)c2ccccc2n1C
 : 0.1	15	8	11	2	1	0.7	2	-1
COc1ccc(/C(O)=C(\C#N)c2nc3ccccc3n2C)cc1OC
 : -0.2	8	-4	1	0	4	-0.7	-1	-4
CCN(CC(=O)Nc1c(F)cccc1F)C(=O)c1ccc(S(=O)(=O)N2CCCCC2)cc1
 : 0.0	7	-2	6	0	-1	-1.3	-1	2
CCOc1ccc(CNC2CCCCCCC2)cc1OC
 : 0.0	6	-7	0	0	0	-1.7	19	-1
O=C(NCCSc1c[nH]c2ccccc12)c1ccc(Br)o1
 : -0.1	5	12	-3	0	3	0.7	9	0
COC(=O)C(CC(=O)c1ccc(C)cc1)n1cccn1 (stereo not drawn)
 : -0.1	2	-2	6	3	5	2.8	17	-4
COC(=O)[C@H](CCSC)NC(=O)Cn1cnc2c(SC)nc(N)nc21
 : 0.0	·	·	·	23	2	·	-5	·
CC(=O)Nc1cccc(NC(=O)CCn2c(=O)sc3ccccc32)c1
 : 0.1	1	-7	3	29	7	0.2	15	-1
Cc1ccc(-c2csc3nc4ccc(C(=O)NCCO)cc4c(=O)n23)cc1
 : -0.1	8	-2	10	0	-4	2.3	-10	-4
Cc1ccc(S(=O)(=O)N2CCC(C(=O)N3CCC(C(=O)NCC4CCCO4)CC3)CC2)cc1 (stereo not drawn)
 : 0.0	4	1	3	1	5	-0.5	1	2
CCc1ccc(CCC(=O)Nc2nc(CC(C)=O)ns2)o1
 : -0.2	8	-8	10	0	9	0.8	-18	5
CCc1cc(C(=O)N(C)CC(=O)Nc2c(Cl)cccc2Cl)sc1C
 : 0.1	7	7	7	0	2	·	-1	·
Cc1ccc(-c2nnc(COC(=O)c3cc(=O)[nH]c4ccccc34)o2)cc1
 : 0.0	1	-1	-3	10	1	0.4	2	-5
CN(CC(=O)NNC(=O)CCNS(=O)(=O)c1ccccc1)S(=O)(=O)c1ccc(Cl)cc1
 : -0.1	4	-3	4	0	2	1.5	-23	1
O=C(C1CCCN(CCCc2ccccc2)C1)N1CCCCCC1 (stereo not drawn)
 : -0.1	6	0	8	0	5	1.1	-10	4
CCOCCCNC(=O)C(NC(=O)c1ccc(NC(C)=O)cc1)c1ccc(C)cc1 (stereo not drawn)
 : 0.0	2	4	1	0	2	1.4	-11	6
NC(=O)c1ccc(NC(=O)COC(=O)C2CC3C=CC2C3)cc1 (stereo not drawn)
 : 0.0	·	·	·	0	2	·	2	·
COc1ccc(CNC(=O)C(C)Cc2ccccc2)cc1O (stereo not drawn)
 : 0.0	7	7	2	3	3	-1.0	-1	-1
CC1(C)C=Cc2c(c3c(c4c(=O)c(-c5ccc(O)cc5)coc24)OC(C)(C)CC3)O1
 : -0.2	3	-4	7	2	1	4.8	6	0
O=C1CC(/C=C/c2ccccc2)=Nc2ccccc2N1
 : 0.0	4	-3	0	3	-1	1.3	-2	0
O=C(/C=C/c1cccs1)N1CCN(c2ccc(F)cc2)CC1
 : 0.1	10	-2	7	2	5	-1.6	-4	2
O=C(COc1ccccc1-c1ccccc1)N/N=C/c1ccncc1
 : -0.1	3	2	0	5	1	0.1	3	0
Cn1cccc1CNCc1ccc(F)cc1
 : 0.3	0	-3	1	6	9	-2.1	6	-1
O=C(Cc1ccccc1F)OCN1C(=O)c2ccccc2C1=O
 : -0.1	4	2	6	0	4	0.5	-3	2
O=C(COC(=O)/C=C/c1cccc(C(F)(F)F)c1)NCc1ccccc1
 : 0.0	0	-7	1	3	6	0.2	-3	1
CC(=O)c1ccc(NC(=O)N[C@@H](CC(C)C)C(=O)O)cc1
 : 0.4	-5	-6	-5	2	-5	0.6	6	-11
O=C(O)c1nccnc1C(=O)NCc1csc2ccc(Cl)cc12
 : 0.0	1	-1	-2	1	3	0.9	12	0
CCCS(=O)(=O)c1ccc(COC(=O)c2ccc(NC(C)=O)cc2)cc1
 : 0.1	5	-3	-3	0	6	-1.7	10	-1
COc1ccc(C)cc1NC(=O)CCCN1C(=O)NC(C)(C)C1=O
 : 0.0	-8	1	-13	5	0	·	10	·
N#Cc1cnn(-c2cccc(Cl)c2)c1N
 : 0.0	-3	1	-3	0	1	-0.9	2	-3
Cc1ccccc1OCC(=O)OCC(=O)Nc1ncc(Cl)c(C)c1Cl
 : -0.1	23	4	41*	13	7	·	3	·
Cc1cccc(-n2c(Cc3cc(=O)[nH]c(=O)[nH]3)nnc2SCC(=O)NCc2ccco2)c1
 : -0.3	11	3	13	1	10	·	19	1
Cc1ccc(OCc2cc(C(=O)N3CCCC(O)C3)no2)cn1 (stereo not drawn)
 : 0.3	-1	-1	1	0	-6	1.1	4	6
c1ccc2oc(C3=NNC(=NC4CC4)SC3)cc2c1
 : 0.0	-3	-3	-21	0	-5	-0.2	-31	-2
CC(=O)NN1C(=O)c2ccccc2NC1c1ccco1 (stereo not drawn)
 : 0.0	6	-3	0	3	1	-0.9	1	0
O=C(CCc1ccc(S(=O)(=O)NCCc2ccccc2)cc1)N1CCN(Cc2ccc3c(c2)OCO3)CC1
 : 0.8	6	-3	6	1	-1	1.0	-8	-7
COC(=O)c1sc2ccccc2c1-n1cccc1C(=O)C(=O)Nc1ccccc1
 : -0.1	0	-5	-12	1	5	3.7	14	-2
Cc1cc(NC(=O)c2ccccc2C)no1
 : -0.1	5	-2	-2	0	8	0.1	6	-2
Cc1ccc(/C=C/C(=O)O)cc1S(=O)(=O)N(CCO)CCO
 : 0.1	1	-2	-9	2	-3	0.5	0	-2
COc1ccc(S(=O)(=O)Nc2ccc(-c3ccc4nncn4n3)cc2)c(OC)c1
 : 0.0	5	-1	4	1	2	1.6	28	-2
O=C(c1cc2ccccc2oc1=O)N1CCN(c2ccccn2)CC1
 : -0.1	0	-3	-3	0	4	1.7	3	-2
O=C(NCc1ccc2c(c1)OCO2)c1ccc(CS(=O)Cc2cccc(Cl)c2)o1 (stereo not drawn)
 : -0.1	1	5	2	0	8	-0.6	3	0
CCCc1cc(=O)oc2c3c(cc(OCC(=O)N[C@@H](C)C(=O)O)c12)OC(C)(C)CC3
 : 0.1	3	-3	-3	0	5	-0.7	3	4
CN1CCN(C(=O)CCN2C(=O)/C(=C\c3ccccc3F)SC2=S)CC1
 : 0.0	6	-3	5	2	9	-1.8	12	-3
Clc1ccc2c(c1)-c1[nH]ncc1CS2
 : -0.1	2	-6	8	0	4	-0.7	-4	-10
Cc1ccc(-c2cc(Cc3ccccn3)c(=O)[nH]n2)cc1
 : -0.1	5	0	1	0	-2	-0.7	-4	3
C=CCn1c(=S)[nH]c2nc3c(cc2c1=O)CCCC3
 : 0.1	8	4	11	0	2	1.3	4	2
O=C(Nc1ccccc1F)c1cnccn1
 : 0.1	3	12	-2	0	4	0.3	-11	-5
CN(C(=O)CSc1nnc(-c2ccccc2F)n1N)C1CCCCC1
 : 0.1	-4	-3	-2	0	4	·	8	·
CC1CC(=O)Nc2ccccc2N1S(=O)(=O)c1cccs1 (stereo not drawn)
 : 0.1	0	0	0	1	-3	0.8	23	0
Cc1c(C(=O)OCC(=O)N2CCCCC2C)oc2ccccc12 (stereo not drawn)
 : -0.1	-7	3	1	1	-7	·	2	·
O=C(c1ccc(Cl)s1)N(Cc1nnc(-c2ccccc2Cl)o1)C1CC1
 : 0.0	-9	10	-6	0	13	2.4	1	-4

Next entries
Below each compound – Efflux pump inh	BCLXL inh	PME-1 inh	MCL1-BIM inh	GRK2 aptamer HTS	GLD-1 TGE inh	MEX-5 binding	VLA-4 inh	Fam108B counter
CC(=O)Nc1nnc(SCC(=O)N2CCCc3ccccc32)s1
 : -0.1	2	1	0	3	-3	-1.7	1	-1
C/C(CC(=O)NCc1ccc(Cl)cc1)=N\NC(=O)c1ccccc1F
 : -0.4	-3	1	-8	4	-1	0.7	-2	0
NC(=O)CCN1CCN(Cc2cn[nH]c2-c2cccc3ccccc23)CC1
 : 0.1	9	-3	0	0	0	0.5	5	4
Cc1nn(-c2ccc(N3CCCCC3)nn2)c(C)c1CCC(=O)Nc1cc(F)ccc1F
 : 0.1	0	-3	1	0	4	1.1	15	0
CCCCn1nc2cc(C(=O)NC3CCCc4ccccc43)ccc2c1OCC (stereo not drawn)
 : -0.1	3	2	7	0	5	2.5	3	4
CCc1cc2c(=O)c(-c3nc4ccccc4n3C)c(C)oc2c(CN2CCN(CCO)CC2)c1O
 : -1.1	0	4	-4	3	5	-2.1	6	-4

Screens: PubChem BioAssay, several laboratories

Not all compounds are listed; count on the stated rates, not on these rows.
